From PubChem BioAssay
Lipid storage S3: qHTS Assay for Lipid Storage Modulators in Drosophila S3 Cells; Drosophila S3 cells, BODIPY lipid droplet fluorescence, 18-24 h; cells fed with added oleic acid; Potency in µM for hits, for the others lipid storage change, negative = inhibition, % at the top dose, mostly 46.1 µM; 320,000 compounds, 0.64% hits; AID 2685; active = well fitted inhibition curve with a large enough effect in the signal ratio, with a control signal flat, not every such curve was filed as active; inconclusive = small, poorly fitted or top-dose-only effect, or effect the other way, or a change in a side signal; the % refers to the signal ratio
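Drosophila S3 cells got compounds at several concentrations plus oleic acid (400 uM solution). Laser-scanning cytometry with 488 nm excitation read lipid droplets at 500-530 nm and cells at 575-640 nm. Percent activity was relative to 20 uM Triacsin C.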
Lipid storage S3 cell count max: second read-out of Lipid storage S3, no call of its own (marks repeat the call); cell number change, %; measured here: cell count max response;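 cells counted by Cell Tracker Red CMTPX staining in the red channel; peak over a dose series mostly up to 46.1 µM; percent activity relative to internal control wells on each plate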
* hit, by the source's call; i = inactive; ? = inconclusive; . = no result given. % is scaled to controls: 0 for no effect and ±100 for the full control effect; potency is read from the fitted curve at half-maximal effect. These rows are one share of the data; the hit share may differ from the screen's.

Results follow in this order: Lipid storage S3 | Lipid storage S3 cell count max
COc1ccccc1C(=O)NC(CCSC)C(=O)NCC(c1ccccc1OC)N1CCCC1 (stereo unspecified)
  ? | .
CCn1cc(Br)c(C(=O)NCc2ccco2)n1
  ? | .
CCOC(=O)c1ccc(NS(=O)(=O)c2ccc3c(c2)n(C)c(=O)n3C)cc1
  -16% | 1
Cc1ccc(S(=O)(=O)CCc2nnc(NC(=O)C3CCCCC3)s2)cc1
  ? | .
COC(=O)c1ccc(-c2ccc(/C=N/N3C(=O)C4C5C=CC(CC5)C4C3=O)o2)cc1 (stereo unspecified)
  -1% | 10
O=C(N1CCOCC1)C1(c2ccccc2)CCCCC1
  -7% | -15
CC(=O)c1ccc(Nc2nc3ccccc3nc2NS(=O)(=O)c2cccs2)cc1
  ? | .
COc1ccc(C(C)C)cc1S(=O)(=O)n1cnc(C)c1
  ? | .
COc1ccc(NC(=O)CCCCCn2nnc3ccccc3c2=O)cc1OC
  16% | 11
CC(C(=O)NC1CCCCC1)N1CCN(C)CC1 (stereo unspecified)
  7% | -3

A second format for 2 compounds above:
canonical_smiles | Lipid storage S3 | Lipid storage S3 cell count max
COc1ccccc1C(=O)NC(CCSC)C(=O)NCC(c1ccccc1OC)N1CCCC1 (stereo unspecified) | ? | .
COc1ccc(C(C)C)cc1S(=O)(=O)n1cnc(C)c1 | ? | .

Going on with the list.
Results follow in this order: Lipid storage S3 | Lipid storage S3 cell count max
NS(=O)(=O)c1ccc(Nc2ccc3nonc3c2[N+](=O)[O-])cc1
  1% | 22
CCc1ccc(C(=O)COC(=O)c2cc([N+](=O)[O-])ccc2N2CCOCC2)cc1
  ? | .
CCCOc1ncnc2c1sc1nc3c(cc12)COC(C)(C)C3
  ? | .
Cc1ccc(CN(Cc2cc3cc4c(cc3[nH]c2=O)OCCO4)Cc2nnnn2Cc2ccco2)cc1
  i | .
Cn1c(SCC(=O)NCCN2C(=O)CSC2=O)nc2ccccc2c1=O
  ? | .
COc1ccc(N2C(=O)CC(N(C)CCc3ccc(OC)c(OC)c3)C2=O)cc1 (stereo unspecified)
  10% | 9
CCOC(=O)C1CCN(c2ccc(Cl)nn2)CC1
  4% | .
CCCC(=O)N1CCN(c2nnc(-c3ccc(C)cc3)c3ccccc23)CC1
  ? | .
CCN(C(=O)CSc1ncn[nH]1)c1c(N)n(Cc2ccccc2)c(=O)[nH]c1=O
  ? | .
O=C(COC(=O)/C=C/c1ccccc1)Nc1ccc(Cl)cn1
  ? | .
CC(C)Cc1nn2c(=O)cc(O)nc2s1
  6% | -2
CCn1c(SCC(=O)Nc2nc(C)cs2)nnc1-c1ccncc1
  ? | .
Cc1cc(C)nc(SCc2cccc(C(=O)O)c2)n1
  i | 10
Cc1cc(OCCOCCN2CCCC2)ccc1C(C)C
  ? | .
CCOC(=O)c1nc(-c2ccccc2)oc1N(C)C
  i | 6
CCOc1ccc(N2CC(C(=O)Nc3ccc(N4CCOCC4)cc3)CC2=O)cc1 (stereo unspecified)
  3% | -3
Cc1ccc(S(=O)(=O)N2CCN(C(=O)COc3ccc(NC(=O)c4ccco4)cc3)CC2)cc1
  ? | .
COc1ccc(-c2[nH]ncc2/C=N/NC(=O)c2ccncc2)c(OC)c1
  ? | .
CC1(C(=O)NCc2ccccn2)C=CCN1C(=O)c1ccccc1 (stereo unspecified)
  ? | .
O=[N+]([O-])c1ccc(Cc2nnc(-c3ccc(F)cc3)o2)cc1
  1% | 6
CCC1(N(C(C)=O)c2ccc(OC)cc2)C(=O)c2ccccc2C1=O
  10% | -1
C/C(=N\O)C(=O)NCCCn1ccnc1
  4% | 10
O=C(O)c1cccc(S(=O)(=O)Nc2ccccc2C(=O)NCCc2ccccc2)c1
  -23% | .
O=S(=O)(c1ccc(C(F)(F)F)cc1)N1CCCN(c2ccc(C(F)(F)F)cn2)CC1
  16% | -5
CC(=O)c1ccc(NC(=O)c2ccn(C(=O)OCC(C)C)n2)cc1
  16% | 13
Cc1cc(C(=O)Nc2nc3c(s2)CCCC3)cs1
  9% | 2
CCOCCn1c(N2CCCC2)nc2c1c(=O)[nH]c(=O)n2C
  ? | .
Cc1ccc(S(=O)(=O)CCC(=O)OCc2ccc(Cl)cc2)cc1
  8% | -2
Cc1ccc(C(=O)NC(C)c2nnc(SCC(=O)NC3CCCC3)n2C)cc1 (stereo unspecified)
  i | -4
CCN(CCCn1c(=S)[nH]c2ncccc2c1=O)c1ccccc1
  ? | .

An excerpt of these results, with each value named:
Cc1ccc(C(=O)NC(C)c2nnc(SCC(=O)NC3CCCC3)n2C)cc1 (stereo unspecified)
  Lipid storage S3: i
  Lipid storage S3 cell count max: -4

Cc1cc(C(=O)Nc2nc3c(s2)CCCC3)cs1
  Lipid storage S3: 9%
  Lipid storage S3 cell count max: 2

CCOCCn1c(N2CCCC2)nc2c1c(=O)[nH]c(=O)n2C
  Lipid storage S3: ?
  Lipid storage S3 cell count max: .

CCN(CCCn1c(=S)[nH]c2ncccc2c1=O)c1ccccc1
  Lipid storage S3: ?
  Lipid storage S3 cell count max: .

Further structures
Results follow in this order: Lipid storage S3 | Lipid storage S3 cell count max
O=C(CNS(=O)(=O)Cc1ccccc1)NCc1ccccc1
  ? | .
Cc1ccc(C(=O)NC(C)c2ccc(F)cc2)cc1 (stereo unspecified)
  ? | .
COC(=O)C1=C(C)N(CC2CC2)C(=NCc2cccc(C(F)(F)F)c2)N[C@H]1c1ccccc1
  21% | -9
O=C(/C=C/Nc1ccc(Nc2ccccc2)cc1)c1cccs1
  ? | .
CCOCCCNCC(=O)Nc1ccc(S(=O)(=O)NC(C)CC)cc1 (stereo unspecified)
  ? | .
CSc1nnc([C@H](Cc2c[nH]c3ccccc23)NC(=O)OC(C)(C)C)o1
  2% | 12
COc1cccc(NC(=O)C2CCCN(S(C)(=O)=O)C2)c1 (stereo unspecified)
  8% | -10
O=c1c2ccccc2ncn1Cc1ccc(Cl)c(Cl)c1
  ? | .
CN(CC(=O)Nc1ccc(F)c(F)c1F)C(=O)C1CC(=O)N(c2ccc3c(c2)OCCO3)C1 (stereo unspecified)
  ? | .
Cc1nnc(NC(=O)c2sc3nc(-c4cccs4)cc(C(F)(F)F)c3c2N)s1
  9.2µM* | 19*
O=C(O)c1[nH]c2ccccc2c1CC(=O)N1CCN(c2ccccc2)CC1
  ? | .
O=C(CCC(=O)N1CCN(S(=O)(=O)c2ccc(Cl)cc2)CC1)Nc1ccc2ccccc2c1
  ? | .
O=c1cc(N2CCC3(CC2)OCCO3)[nH]c(=O)n1C1CCCCC1
  13% | 6
Cc1ccc(C2CC2c2n[nH]c(=S)n2-c2ccc(Cl)cc2)cc1 (stereo unspecified)
  ? | .
O=C(Nc1ccc(Cl)cc1Cl)c1ccc2c(=O)n3c(nc2c1)CCC3
  -1% | -1
Cc1csc2ncc(C(=O)Nc3ccccc3Cl)c(=O)n12
  -3% | -7
CCc1c(C)nc2ncnn2c1Nc1ccc(C)c(C)c1
  2% | -12
CCn1c(=O)c(C(=O)NNC(=O)c2ccccc2Br)c(O)c2ccccc21
  i | 13
COc1ccc(/C=C2/SC(=S)N(CCCC(=O)Nc3ccccc3C(=O)O)C2=O)cc1
  23% | 5
Cc1[nH]c2ccccc2c1C(C[N+](=O)[O-])c1ccco1 (stereo unspecified)
  ? | .
O=C1COCCOCCOCCOCC(=O)NCCN1
  3% | -19
CC1CCCCN1CC(=O)Nc1ccc(N2CCCCCC2)cc1 (stereo unspecified)
  -3% | 7
Cn1c(Cl)nc2ccccc21
  ? | .
COc1ccc(S(=O)(=O)NCC2CCCN(C(=O)CC3CCCC3)C2)cc1 (stereo unspecified)
  -12% | -9
CSc1ccc(/C=N/NC(=O)c2ccc(O)cc2)cc1
  -15% | 2
Cc1ccsc1C1C(C#N)=C(N)N(N(C)C)C2=C1C(=O)CCC2 (stereo unspecified)
  ? | .
Cc1ccc2c(c1)NC(=O)C(CC(=O)NC1CCCCC1C)O2 (stereo unspecified)
  27% | -2
CC(C)c1nc2sc3c(=O)[nH]cnc3c2c2c1CCCC2
  ? | .
Cc1ccc2c(c1)N(CCCC(=O)NCCCN1CCCC1=O)C(=O)CO2
  -7% | 11
Cc1ccc(N2CN=c3s/c(=C\c4cccnc4)c(=O)n3C2)cc1
  17% | -13
CCOc1ccc(NC(=O)CN(C)C(=O)CCc2ccccc2Cl)cc1OCC
  i | 10
COc1ccccc1N1CCN(C(=O)c2ccc(N3CCCCS3(=O)=O)cc2)CC1
  i | 12
CSCCC(NC(=O)c1ccc(Cl)cc1)C(=O)OCC(=O)c1ccc[nH]1 (stereo unspecified)
  ? | .
O=C(NC1CCN(S(=O)(=O)c2cccc(Cl)c2)CC1)C1CCCCC1
  ? | .
O=C(COC(=O)c1c(Cl)ccc(Cl)c1Cl)NC(=O)NCc1ccccc1
  ? | .
COc1ccc(-n2c(SCC(=O)N3CCc4ccccc43)nnc2-c2c[nH]c3ccccc23)cc1
  -5% | -2
Cc1cccc(C)c1OCC(=O)Nc1ccccc1C(=O)N1CCOCC1
  ? | .
O=C(Cn1c(O)c(/C=C2\C=Nc3ccccc32)sc1=O)N1CCOCC1
  ? | .
O=C(Nc1ccccc1C(F)(F)F)c1ccccc1Br
  2% | 1
CCOC(=O)C1=NNC(C(=O)c2ccc(Cl)cc2)C1c1ccccc1 (stereo unspecified)
  ? | .
Cc1cc(CSC(=N)N)c(CSC(=N)N)cc1C
  -9% | -7
COc1ccc(/C=N/NC(=O)C2CCN(c3ncc(C(F)(F)F)cc3Cl)CC2)cc1
  11% | 7
CCn1nnnc1SCC(=O)Nc1cc(OC)cc(OC)c1
  ? | .
CC(C)n1cnnc1SCC(=O)Nc1ccc(Br)cc1F
  ? | .
O=C(NC1CCCCC1)C1CCCN1C(=O)Nc1ccccc1 (stereo unspecified)
  -24% | 5
O=C(Nc1cccc(Cl)c1)NC1CCN(C2CCCCC2)C1 (stereo unspecified)
  -4% | -2
OC(CNCc1ccc(Cl)cc1)(c1ccccc1)c1ccc(F)cc1 (stereo unspecified)
  ? | .
COc1ccc(-c2noc(N(C)CC(=O)Nc3cccc(C(F)(F)F)c3)n2)cc1
  14% | -29
COc1ccc2cc(C3NC(=O)c4ccccc4N3)c(Cl)nc2c1 (stereo unspecified)
  ? | .
O=C(c1cccc(Cl)c1)N1CCN(C2CCCCCC2)CC1
  ? | .

Other entries.
Results follow in this order: Lipid storage S3 | Lipid storage S3 cell count max
CCN(CC(=O)Nc1ccc(S(=O)(=O)N2CCCC2)cc1)Cc1ccccc1
  ? | .
Cc1ccc(NC(=O)COC(=O)/C=C/c2cccs2)cc1
  ? | .
O=C(c1cc(COc2ccc(F)cc2F)on1)N1CCCC(c2ccccc2)C1 (stereo unspecified)
  -8% | 6
CC1(C)CC(NC(=O)c2cccc(F)c2)CC(C)(C)N1
  i | -2
O=S(=O)(NCCN1CCOCC1)c1ccc(F)c(Cl)c1
  ? | .
c1cncc(C(c2nnnn2C2CCCCC2)N2CCN3CCCC3C2)c1 (stereo unspecified)
  3% | -10
CC1(C)Cc2ccccc2-c2nc(NCCCO)[nH]c(=O)c21
  -10% | 4
O=C(Nc1ccc2ncccc2c1)Nc1ccc2ncccc2c1
  9% | 4
CC(C)c1ccc(S(=O)(=O)N2CCN(C(=O)c3cc([N+](=O)[O-])ccc3N3CCOCC3)CC2)cc1
  ? | .
O=C(NCCc1ccc(Cl)cc1)C1CCN(S(=O)(=O)c2cccc3nonc23)CC1
  0% | 6
Cc1ccc(COc2cccc(/C=N/NC(=O)c3nnn(-c4nonc4N)c3C)c2)cc1
  21µM* | 50*
CC1CCCN(c2nc3c(c(=O)n(C)c(=O)n3C)n2CCSc2nc3ccccc3s2)C1 (stereo unspecified)
  0% | .
OC(CNCCc1ccc(C(F)(F)F)cc1)COc1cccc2ccccc12 (stereo unspecified)
  ? | .
CCN(CC)CCCNC(=O)c1cc(-c2ccc3c(c2)OCO3)on1
  ? | .
CCOC(=O)C1(Cc2ccccc2)CCN(Cc2ccon2)CC1
  8% | -1
CC(=O)NCC(=O)N(c1c(C)n(C)n(-c2ccccc2)c1=O)C1(C(=O)NC2CCCC2)CCCCC1
  ? | .
N=c1n(CCO)c2ccccc2n1Cc1ccccc1Cl
  i | 1
CCOC(=O)CSc1nnc(CSc2nc3sc4c(c3c(=O)[nH]2)CCC4)n1-c1ccccc1
  ? | .
CCCOc1cccc(C2C(C(=O)c3ccco3)=C(O)C(=O)N2c2nnc(C)s2)c1 (stereo unspecified)
  i | 10
CC(=O)C1=C(O)C(=O)N(c2cccnc2)C1c1ccc([N+](=O)[O-])cc1 (stereo unspecified)
  1% | 9
CCOc1ccccc1NC(=S)NC(=O)CCCOc1ccc(Cl)cc1Cl
  ? | .
Cc1ccc(NC(=O)N(Cc2cccnc2)Cc2ccco2)cc1C
  3% | -9
Clc1ccccc1CN1CCN(c2ncccn2)CC1
  24% | 6
Cn1cccc1-c1nc2ccc(NC(=O)c3cccs3)cc2[nH]1
  ? | .
O=C(N/N=C/c1cccc([N+](=O)[O-])c1)c1ccc(COc2ccccc2-c2ccccc2)cc1
  11% | -2
CN(c1ccc(OCC(=O)OCC(=O)NC2CCCC2)cc1)S(=O)(=O)c1ccc2ccccc2c1
  ? | .
COc1ccc(CNS(=O)(=O)c2cc3c4c(c2)CCN4C(=O)CC3)cc1
  ? | .
